Assay outcomes (PubChem)
Cav32 inh = human Cav3.2 channel inhibition, primary screen. Cav3.2-expressing cells, Fluo-4 calcium fluorescence FDSS; active compounds read low. 4% of 100,000 active. AID 449739. B-score at 10 µM. O95180;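 active = single-dose well whose peak fluorescence ratio is a statistical outlier from its plate by either plate-standardised score or position-corrected B-score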
Numbers without * were called inactive.

Compound,Cav32 inh
O=C(N/N=C\c1ccc(-c2ccccc2[N+](=O)[O-])o1)C1COc2cc3ccccc3cc2O1 (stereo unspecified),-0.73
CCOc1cc(-c2ccccc2)nc(N)n1,-0.028
COc1ccc(C=C(C(C)=O)C(C)=O)cc1OC,2.9
Cc1ccc(SCCNC(=O)/C=C/c2ccccc2Cl)cc1,-2.8*
Cn1c(SCC(=O)N2CCOCC2)nnc1-c1ccc(NC(=O)c2ccccc2F)cc1,0.23
Cc1cc(S(=O)(=O)N(C)CCc2ccccc2)ccc1-n1cnnn1,1.6
CCOc1c2ccc(C(=O)NCc3ccc4c(c3)OCO4)cc2nn1CC,-1.1
CC(O)(C#CCN1CCCCC1)c1ccccc1 (stereo unspecified),0.7
O=C(O)c1ccc(NS(=O)(=O)c2cc(C(=O)O)ccc2Br)cc1,0.88
O=C(NCc1ccccc1Cl)C1CCCN(S(=O)(=O)c2cnc[nH]2)C1 (stereo unspecified),1.5
Cc1onc(-c2c(F)cccc2Cl)c1C(=O)Nc1nnc(C2CC2)s1,2
CCOC(=O)CSc1n[nH]c(-c2ccco2)n1,0.045
O=C(CN1C(=O)COc2ccccc21)N1CCN(c2ccccc2F)CC1,2.2
COCCn1c(=O)[nH]c2cc(C(=O)NCC3CCCO3)ccc2c1=O (stereo unspecified),0.5
CCCCOc1ccc(CN2CCC(O)CC2)cc1,0.54
CCN(CC)S(=O)(=O)c1ccccc1/C=N\O,-0.1
COc1ccc(CC2NCCC3=CC(=O)CCC32)cc1O (stereo unspecified),1.1
NC(=O)[C@@H]1CCCNc2c(F)cc([N+](=O)[O-])cc2C(=O)N[C@@H](CCC(=O)O)C(=O)N[C@@H](CO)C(=O)N1,0.77
Cc1sc(NC(=O)c2ccco2)c(C(c2ccncc2)N2CCOCC2)c1C (stereo unspecified),0.94
CN(C)c1ccc(P(=O)(OCc2ccccc2)C(O)c2cccnc2)cc1 (stereo unspecified),0.13
C=CCOC(=O)C1=C(C)Nc2ncnn2C1c1cccs1 (stereo unspecified),0.39
COc1ccc(CNC(=O)c2csc(Cc3ccc(OC)cc3)n2)cc1,-7.9*
COc1ccc(NC(=O)C2CC(=O)N(c3cccc(C)c3C)C2)cc1 (stereo unspecified),0.4
CCCC(=O)n1nc(-c2ccco2)nc1N,0.07
C=CCn1c(N)c(C(=O)NCC2CCCO2)c2nc3ccccc3nc21 (stereo unspecified),-2.3
O=C1/C(=C/c2ccc([N+](=O)[O-])cc2)C=C(c2ccccc2)N1c1ccccc1,-0.56
CC(C)(C)C(=O)O/N=C1/C(=O)N(c2ccccc2)c2ccccc21,-0.038
COc1ccc(CNC(=O)CSCc2cnn(-c3ccccc3)c2-n2cccc2)cc1,-7*
COc1ccc(-n2c(Cc3cc(=O)[nH]c(=O)[nH]3)nnc2SCc2ccccc2)cc1,-0.31
COc1cc2c(cc1OC)CN(CC(=O)Nc1ccc(C#N)cc1)CC2,1.2
CCCCn1c(=O)c(C(=O)OCC)c(O)c2ccccc21,-0.011
Cc1nnc(NC(=O)Nc2cccc(Cl)c2)s1,-0.29
CN(C)CCOc1ccccc1C(C)(C)C,0.72
Cc1nn(C(=O)c2cccnc2)c(C)c1C,-0.015
COC(=O)c1cn(C(=O)OC)c2ccccc12,0.73
O=C(NC1CCCCC1)NC1CC2CCCC(C1)N2C1CCCC1 (stereo unspecified),-1.6
CNC(=O)c1csc(-c2ccccc2)n1,0.41
CN1C(C(=O)NCc2ccco2)CC2Cn3c(nc4cc(Cl)c(Cl)cc43)C21 (stereo unspecified),0.89
COCC(=O)NC1CCN(CC(=O)Nc2ccc(OC)cc2[N+](=O)[O-])CC1,0.5
O=C(c1cccc(F)c1)N1CCN(C(=O)c2cc3ncc(Br)cn3n2)CC1,0.57

Part of the list above in order of formula weight, smallest number first.
Compound,Cav32 inh
CNC(=O)c1csc(-c2ccccc2)n1,0.41
CN(C)CCOc1ccccc1C(C)(C)C,0.72
CN1C(C(=O)NCc2ccco2)CC2Cn3c(nc4cc(Cl)c(Cl)cc43)C21 (stereo unspecified),0.89

Following part:
Compound,Cav32 inh
CCC(Sc1nc(=O)cc(N)n1-c1ccccc1)C(=O)Nc1cc(C)on1 (stereo unspecified),0.0057
Clc1ccc(NNc2ccnc3cc(Cl)ccc23)cc1,-2.3
CCn1c(COc2ccccc2C)nnc1SCC(=O)CC(=O)Nc1ccccc1,-5*
Cc1cnn(-c2ccc3nnc(-c4ccc(Cl)cc4)n3n2)c1,1.4
O=C(Cc1cccs1)NCc1cccs1,0.19
COc1ccc(C2CC(O)(C(C)(C)O)NO2)cc1 (stereo unspecified),-0.76
O=C1CC(C2CCCO2)C(=O)N1c1ccccc1 (stereo unspecified),0.47
O=C1CCCN1c1cccc(Br)c1,-0.17
COC(=O)c1ccccc1NC(=O)N1CCN(C/C=C/c2ccccc2)CC1,-2.3
COCC(C)NC(=O)CSc1nc(-c2ccccc2)c(-c2ccccc2)o1 (stereo unspecified),-2.4
CCOC(=O)/C=C1\SCC(=O)N1CC(=O)NC(C)C,0.3
Nc1nncn1C(=O)CCCOc1ccccc1,-0.57
Cc1ccc(CNC(=O)/C=C/c2ccccc2Cl)cc1,0.086
O=C(COC(=O)CC1CCCC1)Nc1cc2c(cc1Cl)C(=O)c1ccccc1C2=O,0.14
CC1=NN(c2nc(-c3ccccc3)cs2)C(=O)C1,0.86
Cc1cc(C)n(Cc2ccccc2Cl)n1,-0.28
O=C(CN1CCOc2ccccc21)NCc1ccco1,-0.08
CC(C)n1c(SCC(=O)Nc2ccccc2N2CCCCC2)nc2c1c(=O)n(C)c(=O)n2C,-4
COc1cc2cc(CN(C(=O)Nc3ccccc3)C3CCCC3)c(=O)[nH]c2cc1OC,1
CCOc1nc(C)ccc1-c1noc(-c2ccncc2)n1,-0.21
O=C(/C=C/c1cccs1)N1CCC2(CC1)Oc1ccc(F)cc1C(=O)C21CC(c2ccccc2)=NO1 (stereo unspecified),-0.67
Cc1cc(NC(=O)CSc2ccc3c(c2)OCCO3)no1,-0.076
C=C(C)C1Cc2c(C)nn(-c3ccccn3)c2C1 (stereo unspecified),-0.66
CC(=O)C1=C(C)NC(SCC(=O)c2ccc(F)cc2)=C(C#N)C1c1ccco1 (stereo unspecified),-1.1

Fetched one by one from the entries so far (7):
Compound,Cav32 inh
COc1cc2cc(CN(C(=O)Nc3ccccc3)C3CCCC3)c(=O)[nH]c2cc1OC,1
CC(=O)C1=C(C)NC(SCC(=O)c2ccc(F)cc2)=C(C#N)C1c1ccco1 (stereo unspecified),-1.1
O=C(CN1CCOc2ccccc21)NCc1ccco1,-0.08
C=C(C)C1Cc2c(C)nn(-c3ccccn3)c2C1 (stereo unspecified),-0.66
Cc1cc(NC(=O)CSc2ccc3c(c2)OCCO3)no1,-0.076
CC(C)n1c(SCC(=O)Nc2ccccc2N2CCCCC2)nc2c1c(=O)n(C)c(=O)n2C,-4
CCOc1nc(C)ccc1-c1noc(-c2ccncc2)n1,-0.21

(further entries)
Compound,Cav32 inh
O=C(Nc1cccnc1)c1cccc(S(=O)(=O)N2CCOCC2)c1,-0.11
CCn1c(-c2ccc(N(C)C)cc2)nc2ccccc21,-0.53
O=C(Nc1ccccc1)C1CCCCC1,0.003
COc1ccc(S(=O)(=O)N2CCC(C(=O)NCCC3=CCCCC3)CC2)cc1C,-3.7
CCCCn1nnnc1NCc1cc(OC)c(OC)c(OC)c1,-0.04
COc1ccc2c(c1)c1ncn(Cc3ccco3)c(=O)c1n2C,0.0076
CNC(=O)Oc1ccc2c(c1)[C@]1(C)CCN(C)C1N2C (stereo partly specified),0.18
Cc1cc(C)c(NC(=O)C2CC(=O)N(c3ccc4c(c3)OCCO4)C2)c(C)c1 (stereo unspecified),-0.026
O=S(=O)(Nc1nc2ccccc2[nH]1)c1ccc2ccccc2c1,-3
COc1cc(OC)cc(C(=O)NCC(=O)N2CCCCC2)c1,0.16
CC(O)CNCc1cccc2ccccc12 (stereo unspecified),0.66
Cc1ccsc1C(=O)OCc1nc2ccccc2c(=O)[nH]1,0.48
COc1ccccc1NC(=O)CN1CCC(n2c(C)nc3cc(F)ccc32)CC1,1.2
COc1ccccc1NC(=O)CC1C(=O)NCCN1C(=O)Nc1ccc(Cl)c(Cl)c1 (stereo unspecified),-0.14
COC(=O)CCC(=O)Nc1cccc(Cl)c1,0.45
CCCn1c(SCC(=O)NCc2ccco2)nnc1C(C)C,0.027
COc1cc(NC(=S)NCc2ccco2)cc(OC)c1,0.1
CC(=O)NC12CC3CC(C1)CC(C(=O)OCC(=O)Nc1ncc(Cl)c(C)c1Cl)(C3)C2,0.61
CSc1cccc(NC(=O)CN(c2ccc(C)cc2C)S(C)(=O)=O)c1,-7.9*
Cc1cc(C)c(C#N)c(SCC2COc3ccccc3O2)n1 (stereo unspecified),-4.7
Cc1cc(C)c(C)c(OCCCCn2cnc3ccccc3c2=O)c1,-1.7
CCn1c(SCC(=O)N/N=C/C=C\c2ccccc2[N+](=O)[O-])nc2ccccc21,0.62
CCCn1c(Cc2ccccc2)n[nH]c1=S,0.34
CC(=O)c1c(C)nc(-c2ccccc2)nc1NC(=O)C(C)C,0.65
COc1ccc2[nH]c3c(C)c4ccncc4c(C)c3c2c1,0.087
COc1cccc(-c2cc(C(=O)N3CCCCCC3)no2)c1,-2.3
Cc1ccc(NC(=S)C2=C(O)c3ccccc3N(C)S2(=O)=O)cc1,-2.5
O=C(NCC(=O)N(CC1CCCO1)C(C(=O)NC1CCCCC1)c1ccc(F)cc1)c1ccco1 (stereo unspecified),0.25
COc1ccc(-c2nc(CSCC(=O)N3CCc4ccccc43)c(C)o2)cc1OC,-0.24
O=C(C1CCCCC1)N1CCC(c2nc3c(nnn3Cc3c(F)cccc3Cl)c(=O)[nH]2)CC1,1.2
COc1ccccc1CNC(=O)CCCn1c(=O)c2ccccc2n(CC(=O)NC2CCCC2)c1=O,0.73
Cc1ccc(S(=O)(=O)Cc2csc(N)n2)cc1,0.052
O=C(CN1CCOCC1)Nc1ccccc1,-0.39
Cc1ccc(C2C(C#N)=C(N)Oc3n[nH]c(-c4ccccc4)c32)o1 (stereo unspecified),-0.63
Cc1nn(-c2ccccc2)c2[nH]c(=O)c(CNCCN3CCOCC3)cc12,0.36
O=C(NCc1ccccc1)c1sc(=S)n2c1[nH]c(=O)c1ccccc12,-3.5
CCOC(=O)c1[nH]c2c(c1C)C(=O)CC(c1ccc(F)cc1)C2 (stereo unspecified),-2.1
CCCNC(=O)c1ccccc1NC(=O)CSCc1ccc(OC)cc1,0.003
O=S(NCc1ccco1)C12CC3CC(CC(C3)C1)C2 (stereo unspecified),-0.078
COc1ccc(C(=O)NCCCCCC(=O)O)cc1OC,0.61
CCOC(=O)c1c(NS(C)(=O)=O)sc2c1CCC(C)C2 (stereo unspecified),-10*
CCOC(=O)C[n+]1c(C)ccc2c1CCC2,0.38
O=c1cc(-c2ccncc2)oc2ccccc12,0.072
Cn1c(=O)cc(OCC(=O)NCCCN2CCN(c3cccc(Cl)c3)CC2)c2ccccc21,2.1
COCc1nnc(NC(=O)CSCc2ccccc2)s1,0.0025
COc1ccc(-n2c(SCC(=O)NCc3cccs3)nnc2-c2ccoc2C)cc1,-0.54
CCCOC(=O)c1cccc(NC(=O)c2cccnc2)c1,-0.063
CCC(=O)N1CC(C)C(=O)Nc2ccccc21 (stereo unspecified),0.04
C=C1CSc2nc(=O)c3c4c(sc3n21)CCCC4,0.82
CCOC(=O)c1c(C)[nH]c(C(=O)COC(=O)c2ccccc2NC(=O)c2ccco2)c1C,-0.12
COc1cc(SC)ccc1C(=O)NCCOc1c(C)cc(C)cc1C,0.33
COc1cccc(-c2nc(S(=O)(=O)c3ccccc3)c(N3CCOCC3)o2)c1,-0.6
CCCCCc1cc(=O)oc2c(C(CCN3CCCCC3)c3ccc(OC)cc3)c(OC)cc(OC)c12 (stereo unspecified),-1.3
CCOC(=O)C1CCN(C(=O)C2CCN(S(=O)(=O)c3c(C)noc3C)CC2)CC1,0.13
O=C(CCCN1C(=O)c2ccccc2C1=O)NC1CCCCCC1,0.065
O=C1CC(c2ccccc2)CC(O)=C1C=NCCCN1CCOCC1 (stereo unspecified),0.26

(next part)
Compound,Cav32 inh
COc1cc2c(cc1OC)-c1nnc(-c3cccs3)n1C1(CCCC1)C2,1.7
Cc1occc1C(=O)Nc1cccc(C(=O)NCc2ccccc2)c1,-3.8*
CN1C(=O)COc2ccc(C(=O)c3oc4ccccc4c3-c3cnc4c(c3)COc3ccccc3-4)cc21,-3.2
O=C(OCc1nc2ccccc2s1)[C@@H]1CCCN1S(=O)(=O)c1ccccc1F,-0.55
COCCCn1c2nc3ccccc3nc2c2c(=O)n(-c3ccccc3OC)cnc21,0.92
CCCc1cc(=O)n2[nH]c(C)nc2n1,0.016
CCN(CC)S(=O)(=O)c1ccc(NC(=O)c2ccccc2N(C)S(C)(=O)=O)cc1,1
CCNc1nc(NCC)nc(OCCNS(=O)(=O)c2cc(C)ccc2C)n1,0.71
O=C(CN1C(=O)CCSc2ccccc21)Nc1ccccc1,0.096
CN1CCN(c2ccc(S(=O)(=O)N3CCCCC3)cn2)CC1,0.62
COc1cccc(Oc2cn[nH]c2-c2ccc(O)cc2O)c1,-2.7
CCCCn1c(SCC(=O)N2CC(=O)Nc3ccccc32)nnc1-c1ccoc1C,0.012
Cc1nn(Cc2c(F)c(F)c(F)c(F)c2F)c(C)c1NC(=O)c1ccc(COc2cc(Cl)ccc2Cl)cc1,-1.6
O=C(COc1ccccc1)Nc1nn[nH]n1,0.43
CCCn1nc(NS(C)(=O)=O)c2cc3cccc(C)c3nc21,-1.2
CCCCNCCCOc1cccc(Cl)c1,0.77

Not all compounds are listed; rates above refer to the full screens.
